Screening data: PubChem BioAssay, National Center for Advancing Translational Sciences (NCATS)
L3MBTL1 inh: inhibitors of human L3MBTL1 | Q9Y468 | AlphaScreen L3MBTL1–H3K9me1 peptide binding | Potency, µM (series often up to 57.1 µM), for the others: at the highest dose activity, negative = inhibition, most hits filed as inhibitors | hit rate 0.66% among 230,000 | AID 485360; also: nearly all actives have a fitted effect of over 60% in size
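Read-out is AlphaScreen signal from streptavidin donor and nickel chelate acceptor beads (10 ug/mL final each) bridging L3MBTL1 (50 nM) and biotinylated K9-monomethylated H3(1-15) peptide (75 nM), after 30 min compound exposure at room temperature.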
RECQ1 inh: blocks DNA unwinding by human RECQ1; RECQ1 DNA unwinding, red fluorescence kinetic read; hit rate 0.54% among 240,000; Potency, µM (titrated, usually from 57.3 µM), for inactives: at the highest dose activity, negative = inhibition, usual class: inhibitors; P46063;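 also: plate controls were vehicle for no effect and no enzyme for full effect; nearly all actives have a fitted effect of over 30% in size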
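50 nM RECQ1T1 preincubated 15 min with compound in Tris pH 8.0 buffer with MgCl2, DTT, Tween-20 and 2.5 ug/ml poly(dI-dC); started with 200 nM TAMRA/BHQ-2 forked duplex and 2 mM ATP. Unwinding read as fluorescence (525/598 nm), two reads 2 h apart.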
GAA glycogen: GAA glycogen-cleavage inhibition or activation. recombinant GAA, glycogen substrate, Amplex Red glucose oxidase fluorescence. Potency, µM (highest dose often 76.4 µM), inactives show top-dose activity change, negative = inhibition, usual class: inhibitors. hit rate 0.38% among 300,000;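 also: 0% = full enzyme reaction and -100% = no-enzyme basal signal; the screen sought inhibitors and activators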
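qHTS, 1536-well; enzyme 4 nM final; cpd up to 77 uM; substrate bovine liver glycogen 30 ug; 50 mM citrate/phosphate pH 5.0, 0.01% Tween-20; 37 C, 40 min; Amplex Red detection 45 min RT; Hill fit → AC50.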
GAA inhib: blocks human lysosomal alpha-glucosidase | purified human GAA, 4-MU-alpha-glucoside fluorescence | Potency, µM (highest dose often 76.9 µM), inactives show top-dose activity change, negative = inhibition, most hits filed as inhibitors | hit rate 0.005% among 200,000 | AID 1466;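 also: plate controls were uninhibited enzyme wells for no effect and no-enzyme background for full effect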
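Fluorescence at Ex 365/Em 440 nm from 4-methylumbelliferone reported enzyme activity after 20 min at room temperature. Reactions used 4 nM enzyme and 400 uM substrate at pH 5.0; curves fitted with the Hill equation.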
GAA spleen mod: inhibitors or activators of human alpha-glucosidase in spleen homogenate. P10253. human spleen homogenate, 4-MU-alpha-glucoside fluorescence. Potency, µM (series often up to 79.9 µM), without a hit: at the highest dose activity change, negative = inhibition, usual class: inhibitors. hit rate 0.006% among 240,000;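 also: 0% = enzyme with vehicle and -100% = no enzyme basal signal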
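Human spleen homogenate (1 ug) with 4-methylumbelliferyl-alpha-D-glucopyranoside (1 mM final) in 50 mM citrate/phosphate pH 5.0, 0.01% Tween-20; 40 min at 37 C. Stopped at pH 10; 4-MU fluorescence Ex 365/Em 440 nm; AC50 by Hill fit.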
TRb-SRC2 inh: TRbeta-SRC2 interaction inhibition; TRbeta-SRC2 peptide binding, fluorescence polarization; receptor liganded with 1 µM T3; Potency, µM (series often up to 106 µM), for the others: top-dose activity change, negative = inhibition, actives largely listed as inhibitors; P10828; hit rate 0.065% among 280,000;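 also: plate controls were bound peptide for no effect and peptide without receptor for full effect; nearly all actives have a fitted effect of over 50% in size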
Target sequence (P10828 whole entry, looked up): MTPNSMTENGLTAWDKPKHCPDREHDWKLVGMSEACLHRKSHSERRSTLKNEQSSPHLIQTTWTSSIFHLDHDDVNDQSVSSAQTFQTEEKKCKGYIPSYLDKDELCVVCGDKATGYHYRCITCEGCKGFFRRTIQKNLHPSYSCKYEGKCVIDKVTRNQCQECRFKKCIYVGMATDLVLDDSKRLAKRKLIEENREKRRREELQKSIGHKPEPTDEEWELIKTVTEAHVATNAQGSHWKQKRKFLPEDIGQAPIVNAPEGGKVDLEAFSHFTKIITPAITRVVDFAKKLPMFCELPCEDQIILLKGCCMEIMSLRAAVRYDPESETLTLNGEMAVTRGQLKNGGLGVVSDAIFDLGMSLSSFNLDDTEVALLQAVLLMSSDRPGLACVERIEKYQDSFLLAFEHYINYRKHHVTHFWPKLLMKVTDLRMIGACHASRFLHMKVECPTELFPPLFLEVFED
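Fluorescence polarization of 20 nM Texas Red SRC2 peptide with 0.6 uM human TRb ligand-binding domain, in Tris buffer with 1uM T3 and 5% DMSO. Incubated 5 hr ambient; normalized to unbound and bound controls.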
RGS12 GoLoco inh: blocks human Gai1 binding to RGS12 GoLoco peptide, red readout; P63096; Gai1:RGS12 GoLoco peptide FP, rhodamine, 10 min; Potency, µM (titrated, usually from 61.6 µM), inactives show top-dose activity, negative = inhibition, hits mostly inhibitors; hit rate 0.44% among 230,000; active = well fitted inhibition curve with a large enough effect, not every such curve was filed as active; inactive = no such curve, though single readings can be large or run the other way; also: nearly all actives have a fitted effect of over 30% in size; many of its hits are not listed in these tables
Target sequence (P63096 whole entry, looked up): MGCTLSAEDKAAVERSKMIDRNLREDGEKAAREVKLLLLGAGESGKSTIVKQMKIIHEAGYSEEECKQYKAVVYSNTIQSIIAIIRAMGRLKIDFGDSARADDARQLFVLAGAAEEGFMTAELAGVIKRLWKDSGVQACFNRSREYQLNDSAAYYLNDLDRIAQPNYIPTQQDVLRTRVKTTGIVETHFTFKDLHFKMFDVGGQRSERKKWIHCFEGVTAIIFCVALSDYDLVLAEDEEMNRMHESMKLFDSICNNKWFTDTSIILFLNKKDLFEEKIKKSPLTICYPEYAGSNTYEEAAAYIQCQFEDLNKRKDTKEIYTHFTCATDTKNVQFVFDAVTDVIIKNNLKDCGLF
TR SRC2 fluor cs: counter-screen for TRb-SRC2 inhibitors: fluorescence interference. TRb/SRC2 Texas Red total fluorescence interference. Potency, µM (series often up to 106 µM), without a hit: top-dose fluorescence change, negative = quenching. hit rate 0.29% among 280,000. AID 1479; active = well fitted curve in either direction with a large enough effect; inconclusive = small, poorly fitted or top-dose-only effect
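Human TRβ ligand-binding domain (0.6 uM) and Texas Red SRC2 peptide (20 nM) in Tris buffer with 1 uM T3 and 5% DMSO were incubated with pinned compound for 5 hr at ambient temperature. Total fluorescence was computed as S + 2P (555/632 nm).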
Active calls of the source: *; i = inactive; ? = inconclusive; / = no result given; [ ] = dose if it differs, or a comment. Unless noted, calls follow the shape of the dose curve; as a rule, active = well fitted curve in the direction sought with a large enough effect; inconclusive = small, poorly fitted or top-dose-only effect, or another doubt; inactive = no such curve, though single readings can be large; an effect the other way counts as inactive or inconclusive. Unless noted, % is scaled to controls: 0 for no effect and ±100 for the full control effect; potency is read from the fitted curve at half-maximal effect. This is a subset; count on the stated rates, not on these rows.

SMILES	L3MBTL1 inh	RECQ1 inh	GAA glycogen	GAA inhib	GAA spleen mod	TRb-SRC2 inh	RGS12 GoLoco inh	TR SRC2 fluor cs
COc1cc(NC(=O)c2cc(-n3cnnc3)ccc2Cl)cc(OC)c1	/	-3%	3%	0%	2%	0%	12%	-1%
FC(F)(F)c1cccc(NCc2n[nH]c(=S)n2C2CCCCC2)c1	-1%	-4%	?	-3%	/	4%	-1%	-1%
C[C@H](NC(=O)c1nc[nH]c1C(=O)N[C@@H](CCCCNC(=O)OC(C)(C)C)C(=O)OC(C)(C)C)C(=O)OC(C)(C)C	/	i	-10%	/	-7%	2%	6%	-1%
CCOC(=O)C1(CCc2ccccc2)CCN(C(=O)[C@@H]2C[C@@H](C)NC(=S)N2)CC1	2%	0%	-14%	/	0%	5%	4%	-2%
O=C1CCC(=O)N1OCCOc1ccc2c(c1)CCC2	-5%	-1%	4%	1%	-4%	-1%	4%	-3%
CCc1nc2c(c(=O)c3ccccc3n2C)c(=O)n1C1CCCCCC1	-4%	-15%	-20%	14%	7%	6%	21%	-6%
Cc1cccc(OCC(=O)Nc2ccc(N3CCN(C(=O)c4ccccc4)CC3)cc2)c1	-15%	-6%	0%	-10%	-14%	-5%	2%	0%
Cn1c(=O)c2[nH]c(-c3ccccc3O)nc2n(C)c1=O	2%	-17%	-6%	-4%	-3%	5%	-4%	-5%
CCCOc1ccc(C2C(C(=O)OC)=CN(CCOC)C=C2C(=O)OC)cc1	25%	-14%	-1%	?	?	?	3%	2%
O=C(Nc1ccc(Cl)cc1C(=O)NCCN1CCOCC1)c1ccc(Cl)cc1Cl	/	i	-3%	1%	-3%	1%	0%	0%
CCOC(=O)CCc1c(C)c2c(C)nn(-c3ccccc3)c2[nH]c1=O	11%	7%	-14%	2%	8%	-6%	0%	-3%
COCCNC(=O)COc1ccc(Br)cc1Cl	/	-5%	5%	1%	-5%	-6%	3%	3%
CN(Cc1ccccc1)C(=O)c1c[nH]c2ccc(S(=O)(=O)N3CCOCC3)cc2c1=O	2%	-9%	-2%	?	?	-2%	0%	3%
Cc1ccc(S(=O)(=O)N(c2nc(N(C)C)nc(N(C)C)n2)n2cnnc2)cc1	/	0%	-1%	-7%	3%	2%	13%	-4%
O=C(Nc1ccc(Oc2cccnc2)cc1)c1cccc([N+](=O)[O-])c1	0%	-5%	5%	9%	-6%	-12%	4%	-1%
Cc1ccc(NC(=O)CSCC(=O)NCCc2ccccn2)c(C)c1	-2%	i	7%	4%	0%	1%	1%	-2%
Cc1c(C(=O)N2CCC(C(N)=O)CC2)sc(N)c1C#N	3%	-1%	-3%	-5%	-3%	6%	-11%	0%
CC1N(O)C(C)(C)C(c2ccccc2)=[N+]1[O-] (centres undefined)	-4%	1%	-12%	-7%	2%	-5%	4%	-3%
O=C(O)Cc1csc(NC(=O)CSc2nnnn2-c2ccc(O)cc2)n1	/	i	2%	/	3%	-6%	8%	-1%
O=[N+]([O-])c1cccc(CN(CCO)Cc2ccccc2)c1	9%	i	6%	-7%	-3%	-13%	-14%	-3%
Cc1c(C)c2ccc(OS(C)(=O)=O)cc2oc1=O	-15%	1%	-7%	-5%	-4%	-4%	-5%	-3%
CC(NC(=O)Cc1ccccc1)c1cc2c(cc1Br)OCCCO2 (centres undefined)	-2%	-5%	-17%	-8%	-15%	10%	0%	-1%
CC(=O)N(c1nc(CCl)cs1)c1ccc(C)cc1C	-1%	i	23%	8%	0%	-6%	10%	0%
O=C1CCCN1CN(C(=O)c1ccc2c(c1)OCO2)c1cccc(Cl)c1	-1%	-2%	-5%	0%	-11%	-3%	1%	1%
Cc1ccccc1NC(=O)CSC1=NCCN1	7%	-1%	-4%	-13%	-6%	6%	-6%	-13%
Following part:
SMILES	L3MBTL1 inh	RECQ1 inh	GAA glycogen	GAA inhib	GAA spleen mod	TRb-SRC2 inh	RGS12 GoLoco inh	TR SRC2 fluor cs
Cc1ccc(C(=O)CSc2nnnn2C(C)C)c(C)c1	16%	1%	0%	2%	3%	3%	5%	-1%
CCCCN1C2=NCCCN2c2ccccc21	9%	-4%	1%	-6%	-6%	-8%	7%	-3%
Cc1nc2ccc(NC(=O)COc3ccccc3F)cc2s1	/	0%	0%	-1%	-1%	9%	64%[activator]	2%
O=C(CSc1ncccc1C(=O)O)c1ccccc1F	12%	-4%	-9%	2%	6%	-6%	10%	1%
COc1ccc(O[C@H]2C=C[C@@H](c3ccccc3)O[C@@H]2CO/N=C(\C)CCN2CCc3nc(-c4ccccc4)c(-c4ccccc4)cc3C2)cc1	-7%	-12%[11.5 µM]	-8%	0%[15.4 µM]	-1%[17.4 µM]	-22%[11.2 µM]	9%	?
COc1ccccc1Nc1nc(-c2sc(NC(=O)c3ccc([N+](=O)[O-])cc3)nc2C)cs1	-4%	-8%	-1%	-14%	-3%	-3%	7%	-1%
CC1CN(CCOc2ccc(Cl)cc2Cl)CC(C)O1 (centres undefined)	-3%	-6%	12%	-7%	1%	-7%	-9%	0%
Cc1ccsc1CN(C)Cc1nc(C2CC2)no1	3%	i	-13%	3%	-5%	-1%	5%	1%
Cc1cc(C(=O)N/N=C/c2ccco2)n[nH]1	31%[activator]	i	-6%	4%	-14%	5%	-5%	-2%
Cc1cc(C)c2oc(-c3ccc(C)c(NC(=S)NC(=O)c4cccs4)c3)nc2c1	-4%	-2%	3%	1%	-1%	-5%	3%	0%
COc1ccc(-c2nnc(N(C)C(=O)c3cccnc3)s2)cc1	-9%	-8%	0%	-2%	-3%	-2%	-3%	-1%
C=CCNC(=S)Nc1ccc(N(C)C)cc1	-2%	16%	3.1µM*	-5%	-2%	6%	0%	-2%
CC(C)Cn1c(SCC(=O)N2CCN(C(=O)c3ccco3)CC2)nc2ccccc2c1=O	-6%	i	6%	-5%	-3%	7%	-6%	-2%
COC(=O)C(C)Sc1nc2c(c(=O)n(C)c(=O)n2C)n1CCC(C)C (centres undefined)	3%	-2%	0%	2%	3%	-1%	-5%	-7%
C=C1c2ccccc2NC(=O)N1c1ccc(OC)cc1	-4%	16%	11%	8%	-1%	-1%[53 µM]	-14%	-1%[53 µM]
Cn1c2ccccc2c2ncn(CCC3=CCCCC3)c(=O)c21	2%	i	-17%	1%	3%	-1%	/	1%
CCOc1ccc(NC(=O)CSc2nnc(C3CC3)n2N)cc1	-1%	?	-8%	-3%	1%	-9%	-10%	-2%
COc1ccc(C2CC(=O)c3c(ccc4ccccc34)N2)cc1OC (centres undefined)	-2%	-5%	0%	-12%	-20%	-18%	2%	-5%
CC(C)CC(OC(=O)c1cccs1)C(=O)NCc1ccco1 (centres undefined)	-6%	-9%	-1%	?	-7%	-6%	6%	2%

Some of these compounds in order of formula weight, low to high:
SMILES	L3MBTL1 inh	RECQ1 inh	GAA glycogen	GAA inhib	GAA spleen mod	TRb-SRC2 inh	RGS12 GoLoco inh	TR SRC2 fluor cs
Cc1cc(C(=O)N/N=C/c2ccco2)n[nH]1	31%[activator]	i	-6%	4%	-14%	5%	-5%	-2%
CCCCN1C2=NCCCN2c2ccccc21	9%	-4%	1%	-6%	-6%	-8%	7%	-3%
C=CCNC(=S)Nc1ccc(N(C)C)cc1	-2%	16%	3.1µM*	-5%	-2%	6%	0%	-2%
Cc1ccsc1CN(C)Cc1nc(C2CC2)no1	3%	i	-13%	3%	-5%	-1%	5%	1%
C=C1c2ccccc2NC(=O)N1c1ccc(OC)cc1	-4%	16%	11%	8%	-1%	-1%[53 µM]	-14%	-1%[53 µM]
Cc1ccc(C(=O)CSc2nnnn2C(C)C)c(C)c1	16%	1%	0%	2%	3%	3%	5%	-1%
Cn1c2ccccc2c2ncn(CCC3=CCCCC3)c(=O)c21	2%	i	-17%	1%	3%	-1%	/	1%
Cc1nc2ccc(NC(=O)COc3ccccc3F)cc2s1	/	0%	0%	-1%	-1%	9%	64%[activator]	2%
CC(C)CC(OC(=O)c1cccs1)C(=O)NCc1ccco1 (centres undefined)	-6%	-9%	-1%	?	-7%	-6%	6%	2%
COc1ccc(-c2nnc(N(C)C(=O)c3cccnc3)s2)cc1	-9%	-8%	0%	-2%	-3%	-2%	-3%	-1%
COc1ccc(C2CC(=O)c3c(ccc4ccccc34)N2)cc1OC (centres undefined)	-2%	-5%	0%	-12%	-20%	-18%	2%	-5%
COC(=O)C(C)Sc1nc2c(c(=O)n(C)c(=O)n2C)n1CCC(C)C (centres undefined)	3%	-2%	0%	2%	3%	-1%	-5%	-7%
COc1ccc(O[C@H]2C=C[C@@H](c3ccccc3)O[C@@H]2CO/N=C(\C)CCN2CCc3nc(-c4ccccc4)c(-c4ccccc4)cc3C2)cc1	-7%	-12%[11.5 µM]	-8%	0%[15.4 µM]	-1%[17.4 µM]	-22%[11.2 µM]	9%	?
